# Fam108B inh: counter-screen for RBBP9 inhibitors: inhibitors of mouse Fam108B; recombinant Fam108B, FP-Rh probe fluorescence polarization; inhibition, % at 9.51 µM; actives 0.33% (n = 300,000); AID 1947;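 active means inhibition above the screen mean inhibition plus 3 SD, computed separately per campaign, cut at about 18% in these data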;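 further: inhibitors lower polarization as less probe binds the enzyme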
# PAD4 inh: inhibitors of human PAD4; Q9UM07; recombinant PAD4, RCA probe fluorescence polarization; actives 0.41% (n = 330,000); inhibition, % at 6.36 µM;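 active means percent inhibition above a cutoff equal to the mean of all tested compounds plus 3 SD, cut at about 15% in these data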;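 further: 0% = PAD4 with RCA probe and DMSO and 100% = probe without PAD4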
# Target sequence (Q9UM07 whole entry, looked up): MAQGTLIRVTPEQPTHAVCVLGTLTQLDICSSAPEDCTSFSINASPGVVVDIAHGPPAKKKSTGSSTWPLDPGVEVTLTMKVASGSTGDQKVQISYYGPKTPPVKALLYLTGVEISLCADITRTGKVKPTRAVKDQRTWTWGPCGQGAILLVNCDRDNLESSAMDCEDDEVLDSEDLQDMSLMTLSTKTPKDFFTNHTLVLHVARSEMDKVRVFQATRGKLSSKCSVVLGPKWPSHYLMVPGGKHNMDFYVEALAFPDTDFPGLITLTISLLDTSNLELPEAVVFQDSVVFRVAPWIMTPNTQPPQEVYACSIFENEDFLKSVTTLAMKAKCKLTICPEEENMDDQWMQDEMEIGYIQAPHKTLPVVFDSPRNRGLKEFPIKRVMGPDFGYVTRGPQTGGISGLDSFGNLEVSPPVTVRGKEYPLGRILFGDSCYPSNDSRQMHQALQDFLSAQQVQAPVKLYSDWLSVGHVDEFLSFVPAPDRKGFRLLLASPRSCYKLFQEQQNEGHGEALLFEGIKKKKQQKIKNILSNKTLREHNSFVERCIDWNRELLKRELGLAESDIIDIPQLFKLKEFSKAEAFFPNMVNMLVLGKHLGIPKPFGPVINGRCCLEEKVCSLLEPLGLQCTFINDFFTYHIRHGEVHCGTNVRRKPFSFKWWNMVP
# PME-1 primary: PME-1 (human) inhibition | Q9Y570 | recombinant PME-1, FP-Rh probe fluorescence polarization | inhibition, % at 5.9 µM | actives 0.53% (n = 320,000) | AID 2130;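 active means inhibition above the campaign mean of all compounds plus 3 SD, cut at about 26% in these data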;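 further: competitive labeling of PME-1 active site by serine hydrolase directed probe; 0% = PME-1 with DMSO and 100% = wells lacking PME-1 enzyme; inhibitors block probe labeling so polarization falls and inhibition rises; many of its hits are not listed in these tables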
# PAFAH1B3 inh: blocks human PAF acetylhydrolase 1B catalytic subunit 3; Q15102; recombinant PAFAH1B3, FP-rhodamine probe, fluorescence polarization; AID 492972; actives 0.28% (n = 340,000); inhibition, % at 3.39 µM;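 active means inhibition above the screen-wide average of all tested compounds plus 3 SD, cut at about 25% in these data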;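 further: 0% = enzyme with DMSO only and 100% = wells lacking PAFAH1B3 protein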
# GSTO1 inh: counter-screen for RBBP9 inhibitors: inhibitors of human GSTO1. P78417. recombinant GSTO1, activity-based probe fluorescence polarization. inhibition, % at 5.96 µM. actives 1.1% (n = 300,000);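 active means inhibition above the campaign mean inhibition plus 3 SD, cut at about 35% in these data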;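 further: 0% = GSTO1-1 with DMSO and 100% = wells lacking GSTO1-1 enzyme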
# PAFAH2 FP inh: PAFAH2 (human) inhibition | Q99487 | recombinant PAFAH2, FP-rhodamine activity probe, fluorescence polarization | inhibition, % at 3.39 µM | actives 0.99% (n = 340,000);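 active means inhibition above the mean over all tested compounds plus 3 SD, cut at about 30% in these data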;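 further: inhibitors block probe labeling of enzyme so polarization drops; 0% = enzyme with DMSO and 100% = wells lacking PAFAH2 protein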
# LYPLA1 inh: counter-screen for PME1 inhibitors: inhibitors of human LYPLA1. O75608. recombinant LYPLA1, FP-Rh probe fluorescence polarization. inhibition, % at 5.9 µM. actives 0.16% (n = 320,000). AID 2174;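 active means inhibition above the mean of all tested compounds plus 3 SD, set per campaign, cut at about 14% in these data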;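 further: inhibitors block serine hydrolase probe labeling of LYPLA1 so polarization falls; 0% = enzyme with DMSO and 100% = wells lacking LYPLA1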
# Target sequence (O75608 whole entry, looked up): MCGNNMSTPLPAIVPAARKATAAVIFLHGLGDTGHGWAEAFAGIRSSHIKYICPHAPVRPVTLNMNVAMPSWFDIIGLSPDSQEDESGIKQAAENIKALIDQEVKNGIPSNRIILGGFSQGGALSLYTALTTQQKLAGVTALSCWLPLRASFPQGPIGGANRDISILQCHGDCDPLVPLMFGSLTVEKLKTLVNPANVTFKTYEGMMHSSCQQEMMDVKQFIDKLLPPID
# PAFAH1B2 FP inh: blocks human PAF acetylhydrolase 1b catalytic subunit 2; actives 1.2% (n = 340,000); inhibition, % at 3.39 µM; recombinant PAFAH1B2, FP-rhodamine activity probe, fluorescence polarization; AID 492953;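 active means inhibition above the mean of all tested compounds plus 3 SD, cut at about 24% in these data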;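 further: 0% = enzyme with DMSO and 100% = wells lacking PAFAH1B2; many of its hits are not listed in these tables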
# pPAFAH FP inh: pPAFAH (human) enzyme inhibition; recombinant pPAFAH, FP-rhodamine probe fluorescence polarization; Q13093; AID 463082; inhibition, % at 3.39 µM; actives 1.5% (n = 330,000);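 active means inhibition above the mean inhibition across the screen plus 3 SD, cut at about 25% in these data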;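 further: inhibitors block binding of the rhodamine activity-based probe so polarization drops; 0% = enzyme with DMSO and 100% = wells lacking pPAFAH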
# * marks the source's active call; other numbers are inactive results; . = no result given. The list is partial, so the mix of outcomes need not match the whole.
SMILES,Fam108B inh,PAD4 inh,PME-1 primary,PAFAH1B3 inh,GSTO1 inh,PAFAH2 FP inh,LYPLA1 inh,PAFAH1B2 FP inh,pPAFAH FP inh
O=C(COC(=O)c1ccc(S(=O)(=O)N2CCc3ccccc3C2)cc1)NC(=O)NCc1ccco1,-83,-2,-65,-50,-9,-58,-37,-18,-6
C=CCOCCN(C)C1=NS(=O)(=O)c2ccccc21,-3,-11,-8,-10,5,-9,-4,6,-7
COc1cccc(N2CCN(S(=O)(=O)c3ccc4c(c3)oc(=O)n4C)CC2)c1,-1,-5,-2,6,3,2,-1,5,4
CN(C(=O)c1cc(-c2ccc3c(c2)OCO3)on1)c1ccccc1,-1,-4,2,6,0,-2,-6,4,4
CCc1nnc(NC(=O)c2cc(S(=O)(=O)N(CC)CC)ccc2Cl)s1,0,0,-1,9,-12,-5,2,-4,2
CC(C)c1ccc(C(O)c2cnc(C(C)C)n2C)cc1 (centres undefined),2,0,1,2,1,-1,2,3,0
Cc1ccc([C@@H]2[C@@H]3C(=O)N(C)C(=O)[C@@H]3[C@@H]3C(=O)Nc4ccccc4C(=O)N23)cc1,1,-2,4,-3,-1,-8,0,7,-3
COc1ccc(C(=O)Nc2ccccc2N2CCOCC2)cc1Br,-6,-2,-3,5,1,-1,-1,1,-4
CCn1nc(C(=O)N2CCN(Cc3nc4ccccc4s3)CC2)c2ccccc2c1=O,.,3,4,2,.,1,0,7,4
CC(=O)c1ncnn1CC(=O)c1ccc(Cl)cc1Cl,-1,3,-8,13,9,-4,-2,1,3
CN(C)S(=O)(=O)c1cccc(COC(=O)c2cc([N+](=O)[O-])ccc2N2CCOCC2)c1,1,2,16,9,28,5,-2,3,4
CC(/C=C/c1ccco1)=N/NC(=O)c1ccccc1Cl,-2,-4,7,3,6,-7,-2,-3,3
CC1CCCCN1S(=O)(=O)c1ccc(N(C(=O)c2cnccn2)C(C(=O)NC2CCCC2)c2cccs2)cc1 (centres undefined),0,3,-4,3,1,0,-1,4,1
CCCCNC(=O)CSc1nc2cc3c(cc2c(=O)n1CCCC(=O)NCCc1ccc(OC)c(OC)c1)OCO3,-1,0,1,10,14,-3,2,4,2
Cc1ccccc1C(=O)OC1CCCN(C)C1 (centres undefined),-3,0,-3,13,3,9,-3,-3,-6
COC(=O)C1SCC2C(=O)N(Cc3cccc(C)c3)CC(=O)N21 (centres undefined),3,5,-3,-1,4,1,-3,-2,3
CCOc1ccc(OCc2ccc(C(=O)OCc3ccccn3)o2)cc1,0,-1,-3,7,0,4,2,0,15
CCOc1ccccc1NC(=O)NNS(=O)(=O)c1ccc([N+](=O)[O-])cc1,3,-7,3,7,-2,1,4,1,3
O=C1N=C(N2CCOCC2)S/C1=C\c1cccnc1,-2,3,-1,0,0,7,1,4,4
CN(C)S(=O)(=O)c1cccc(NC(=O)/C=C/c2ccccc2[N+](=O)[O-])c1,1,-1,2,2,-9,-1,-1,5,7
COc1ccc([C@H]2CC(=O)C=C(c3cccc(OCc4ccccc4)c3)C2)cc1,.,1,-4,4,.,-5,2,2,1
CCOC(=O)N1CCC(NC(=O)CCCC(=O)O)CC1,2,1,-5,.,0,.,0,.,-3
CC(C)C(NC(=O)c1ccccc1)c1nnc(SCC(=O)Nc2nccs2)n1C (centres undefined),1,0,-4,5,-9,-1,1,-4,8
Cc1ccc(S(=O)(=O)Nc2cccnc2)c(C)c1C,1,-4,1,8,3,2,2,9,5
CCOC(=O)/C(C(N)=NC)=C(\O)c1ccccc1,-1,4,0,0,-1,11,0,8,2
CCOCCCn1c(C)nc2c(c1=O)c1nc3ccccc3nc1n2-c1ccc(C)cc1,-1,0,2,-10,0,-10,2,5,0
COc1ccc(C(C(=O)NCC2CCCO2)N(Cc2cccs2)C(=O)c2snc(C(N)=O)c2N)cc1 (centres undefined),2,1,-9,-5,-4,0,3,0,0
Cc1cccc2c(=O)c(C(=O)NCCc3ccccc3)c[nH]c12,-2,3,-4,0,-8,5,-2,-3,-3
O=C(NCCCN1CCOCC1)c1cc(-c2ccco2)nc2ccccc12,.,-4,.,9,.,5,.,6,22
CC1(C)C(=O)Nc2ccccc2N1C(=O)COc1ccc(C#N)cc1,.,-1,.,6,.,2,.,6,8
C=CCN1C(=O)N(c2ccccc2)C(=O)C1CC(=O)Nc1ccc(OC)cc1 (centres undefined),-2,-1,-2,13,-3,-1,1,5,2
Brc1ccccc1Cn1c(-c2cscn2)nc2ccccc21,2,-4,0,3,12,2,-2,-2,15
O=S(=O)(Nc1cccc2[nH]ncc12)c1cccs1,-2,-2,0,1,11,0,0,4,2
COc1ccc(C(=O)C2CCN(C(=O)c3ccc(F)cc3)CC2)cc1,-2,0,-2,6,2,0,0,3,2
CCC(=O)N1CCc2cc(S(=O)(=O)CCC(=O)N3CCN(c4ccc(C(C)=O)cc4)CC3)ccc21,0,1,-6,4,2,0,-1,5,1
CNC(=O)C1Cc2ccccc2CN1S(=O)(=O)c1ccc(OC)c(OC)c1 (centres undefined),1,-3,2,9,2,5,-3,9,-1
CC1CCc2c(nc3nc[nH]n3c2=O)C1 (centres undefined),3,-4,-6,-5,-3,0,-4,2,-2
CC#CC[N+](C)(C)CCCCCCCC,-4,6,-2,10,10,0,-2,3,1
CCOCCCn1c(SCC(=O)NC2CCCC2)nc2ccccc2c1=O,0,-6,-1,10,-1,-2,-1,-2,-2
N#C/C(=C\c1cccs1)C(=O)NCC1CCCO1 (centres undefined),-3,0,1,-2,-3,4,3,1,0
Cc1c(S(=O)(=O)Nc2ccc(Oc3ccccc3)cc2)c(=O)n(C)c(=O)n1C,2,5,4,11,1,5,-4,1,7
Cc1cc(NC(=O)CN2C(=O)NC(C)(c3ccc(Cl)cc3)C2=O)no1 (centres undefined),-2,0,-2,-1,-5,3,1,6,7
O=C(CN1C(=O)/C(=C2\SC(=S)N(C3CCS(=O)(=O)C3)C2=O)c2ccccc21)Nc1ccccc1 (centres undefined),2,-5,-4,-4,0,-8,4,-6,4
CNC(=S)NC12CC3CC(CC(C3)C1)C2,1,-3,1,6,3,-3,1,11,1
O=C(O)c1ccccc1OCCN1CCCC1=O,2,2,4,10,-2,3,2,-4,1
O=C1N=C(N2CCCCC2)S/C1=C\c1ccccc1F,1,0,-2,-1,2,-4,-3,3,4
COc1ccc(CN2C(=O)NC3(CCCC3)C2=O)cc1F,1,2,1,4,-1,-3,3,5,0
CCCCC(SCC(=O)Nc1ccccc1)C(=O)O (centres undefined),0,1,-1,0,10,2,3,6,9
CCC(C(=O)NCCC(C)C)n1ccc2cc(S(=O)(=O)N3CCCCC3)ccc21 (centres undefined),0,2,-3,1,2,9,-2,7,-4
CNc1ccc([N+](=O)[O-])cc1C(=O)O,-1,0,-5,5,5,1,-1,5,5

# Carrying on:
SMILES,Fam108B inh,PAD4 inh,PME-1 primary,PAFAH1B3 inh,GSTO1 inh,PAFAH2 FP inh,LYPLA1 inh,PAFAH1B2 FP inh,pPAFAH FP inh
NNC(=O)c1ccc(COc2cccc3ccccc23)cc1,-6,-7,-18,9,-4,-3,-17,-2,-4
N#Cc1cc(-c2ccccc2)nnc1Oc1ccccc1,1,-2,0,2,3,-2,-2,-1,8
NC(=O)C1(N2CCCCC2)CCN(C(=S)Nc2ccc(F)c(Cl)c2)CC1,-6,3,-11,12,1,-1,-3,2,-2
Cn1cc(CNC(=O)c2ccc3nc(Cc4ccccc4F)oc3c2)cn1,-4,-5,0,3,1,0,-1,4,3
COc1cc(C2C(C(=O)c3cccs3)=C(O)C(=O)N2c2cc(C)on2)ccc1O (centres undefined),0,1,-6,-3,-3,0,1,-3,1
Oc1c(Br)cc(Br)cc1CNc1cnc2ccccc2c1,4,-9,46*,7,15,8,-3,2,15
CCOc1ccccc1NC(=O)CN(c1ccc(OC)cc1OC)S(=O)(=O)c1ccccc1[N+](=O)[O-],5,-4,-3,-1,-5,1,-3,-1,0
O=C(O)c1cccc(S(=O)(=O)Nc2ccc(O)cc2Sc2nc3ccccc3s2)c1,0,3,5,2,3,-2,0,19,2
COc1cc(C)ccc1OCCOc1c(C)cc(Cl)cc1Cl,5,1,3,-2,-2,12,3,4,2
O=C(O)C1Cc2ccccc2CN1C(=O)c1ccccc1Cl (centres undefined),-4,0,0,2,-3,-2,0,13,1
COc1ccc(CCNC(=O)CCN2C(=O)COc3ccc(C)cc32)cc1OC,-1,-2,-1,-2,1,0,-5,-1,4
CNC[C@@H]1Oc2c(NC(=O)Nc3ccccc3)cccc2C(=O)N([C@@H](C)CO)C[C@H]1C,.,5,.,3,.,-6,.,-3,1
CNC(=O)c1csc(Cc2c(Cl)sc3ccc(Cl)cc23)n1,0,4,0,7,-5,-7,-4,13,-3
Cc1nn2c(NCCN3CCOCC3)c3c(nc2c1-c1ccccc1)CCCC3,4,-5,5,-2,1,7,2,1,10
O=C(CCc1nnc(CCCCc2ccccc2)o1)N(CCO)Cc1ccccc1,4,1,3,5,10,3,2,7,7
CCCCN(Cc1ccccc1)C1CCN(Cc2ccccc2)CC1,-4,-3,-4,6,0,5,-3,4,3
CC(C)C(C(=O)NCc1ccco1)N(Cc1ccco1)C(=O)CNS(=O)(=O)c1ccccc1 (centres undefined),1,0,-3,6,6,3,-1,5,5
Cc1cccc2c(C(=O)n3cccn3)cc(-c3ccccc3Cl)nc12,-2,1,0,4,-2,-2,1,-1,2
Cc1ccc(CC2CC(=O)N(c3nc(C)cc(C)n3)C2=O)cc1 (centres undefined),5,-2,1,0,6,1,-1,0,5
CC1=C(C(=O)OCc2ccccc2)C(c2ccc3c(c2)OCO3)NC(=O)N1CCCC(=O)O (centres undefined),-2,-6,1,5,0,4,1,-3,-5

# Some values from above.
# In PAFAH1B2 FP inh, COc1ccc(CCNC(=O)CCN2C(=O)COc3ccc(C)cc32)cc1OC has the entry -1
# In PAFAH2 FP inh, Cc1cccc2c(C(=O)n3cccn3)cc(-c3ccccc3Cl)nc12 has the entry -2

# (continued)
SMILES,Fam108B inh,PAD4 inh,PME-1 primary,PAFAH1B3 inh,GSTO1 inh,PAFAH2 FP inh,LYPLA1 inh,PAFAH1B2 FP inh,pPAFAH FP inh
CCOc1ccccc1NC(=O)Nc1ccc2c(c1)CCC2,9,0,8,4,-2,-4,-4,2,12
COC(=O)c1ccc(CN2CCCC(CO)(Cc3ccccc3F)C2)cc1 (centres undefined),-2,3,-4,11,1,6,1,6,6
Cc1ccsc1/C=N/NC(=O)C(N)=O,-2,2,2,12,-1,7,-1,3,4
CCN(CC)S(=O)(=O)c1cccc(C(=O)Nc2ccc(S(=O)(=O)NC3=NCCCCC3)cc2)c1,-1,1,-7,7,-1,-1,0,-1,-1
CC(C)=CCc1c(O)cc(O)c2c(=O)c3c(CC=C(C)C)c(O)ccc3oc12,-7,0,-12,.,-5,.,-15,.,-4
CCS(=O)(=O)Nc1cccc(C(=O)CC2(O)C(=O)Nc3ccccc32)c1 (centres undefined),-1,-5,-4,2,-2,2,-5,0,3
CC1=C(C(=O)Nc2ccccc2)C(c2ccc(C(C)C)cc2)N2C(=O)CSC2=N1 (centres undefined),2,2,-2,13,8,5,-5,4,3

# Screens: PubChem, The Scripps Research Institute Molecular Screening Center
